Ecoli viability: reduces bacterial viability in AddAB counter-screen | E. coli V3065 growth, OD600 absorbance, 18 h | inhibition, % at 11.9 µM | hit rate 0.27% among 330,000;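 active = inhibition above the campaign's mean inhibition across all tested compounds plus 3 SD, cut at about 9.9% in these data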;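 also: uninfected addAB+ strain grown without phage in ampicillin broth; 0% = DMSO wells and 100% = ciprofloxacin 0.95 µg/ml wells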
Rtt109 Vps75: blocks Candida albicans Rtt109/Vps75 acetyltransferase activity; Q5AAJ8; purified Rtt109/Vps75, ThioGlo CoA-SH fluorescence, 4 h; inhibition, % at 34.9 µM; hit rate 0.16% among 330,000;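 active = inhibition of at least 50% in every replicate; inconclusive = best replicate reaches 50% inhibition but some replicates fall short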
Target sequence (Q5AAJ8 whole entry, looked up): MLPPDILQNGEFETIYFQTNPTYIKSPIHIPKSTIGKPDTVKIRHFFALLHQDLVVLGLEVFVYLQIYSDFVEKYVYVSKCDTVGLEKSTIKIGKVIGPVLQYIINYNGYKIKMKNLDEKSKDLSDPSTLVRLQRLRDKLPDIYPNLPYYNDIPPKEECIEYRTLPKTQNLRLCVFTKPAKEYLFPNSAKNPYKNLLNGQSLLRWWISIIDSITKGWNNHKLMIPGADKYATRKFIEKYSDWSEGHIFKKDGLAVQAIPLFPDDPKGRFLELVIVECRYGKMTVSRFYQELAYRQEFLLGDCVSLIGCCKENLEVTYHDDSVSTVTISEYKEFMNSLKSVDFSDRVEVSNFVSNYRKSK
PfHsp90 yeast 2: reduces growth (ATP signal) of yeast expressing P. falciparum Hsp90; hit rate 0.32% among 310,000; inhibition, % at 9.4 µM; S. cerevisiae expressing PfHsp90, BacTiter-Glo ATP, 48 h; yeast lacking PDR1 and PDR3 efflux regulators;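 active = every replicate shows inhibition above about 80%, whatever the replicate mean, limit read from the data; inconclusive = mean inhibition reaches the set limit but some replicate falls short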;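 also: 0% = DMSO neutral controls and 100% = 20 µM radicicol positive controls; yeast relying on Plasmodium falciparum Hsp90 in place of its own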
DAGLB inh: diacylglycerol lipase beta (human) inhibition | Q8NCG7 | HEK293T DAGLB membrane lysate, EnzChek fluorogenic substrate | inhibition, % at 5.17 µM | hit rate 0.059% among 340,000 | AID 504411; in the data active = inhibition above about 34%;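 also: 0% = enzyme with vehicle and 100% = wells lacking enzyme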
Target sequence (Q8NCG7 whole entry, looked up): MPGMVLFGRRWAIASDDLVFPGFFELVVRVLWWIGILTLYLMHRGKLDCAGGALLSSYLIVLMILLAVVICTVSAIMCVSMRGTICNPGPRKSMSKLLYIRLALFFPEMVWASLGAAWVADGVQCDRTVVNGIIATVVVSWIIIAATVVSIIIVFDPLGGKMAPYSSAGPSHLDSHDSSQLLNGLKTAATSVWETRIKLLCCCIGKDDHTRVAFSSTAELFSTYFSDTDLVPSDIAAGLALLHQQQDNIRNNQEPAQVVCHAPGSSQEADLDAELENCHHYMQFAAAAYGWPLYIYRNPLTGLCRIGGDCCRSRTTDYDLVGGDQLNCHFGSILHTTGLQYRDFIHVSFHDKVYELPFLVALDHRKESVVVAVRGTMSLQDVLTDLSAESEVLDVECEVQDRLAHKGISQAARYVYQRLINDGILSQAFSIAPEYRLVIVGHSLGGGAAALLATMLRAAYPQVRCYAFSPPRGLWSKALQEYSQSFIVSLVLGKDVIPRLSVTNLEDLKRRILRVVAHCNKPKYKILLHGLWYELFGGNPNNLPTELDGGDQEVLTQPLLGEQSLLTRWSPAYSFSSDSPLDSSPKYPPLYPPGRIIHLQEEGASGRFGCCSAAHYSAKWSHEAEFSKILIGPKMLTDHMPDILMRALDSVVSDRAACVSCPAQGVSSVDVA
Tat export inh: E. coli Tat transport inhibition | E. coli MC4100 TorA-mCherry Tat export, fluorescence | inhibition, % at 10 µM | hit rate 0.036% among 340,000 | AID 488895;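 active = mean replicate inhibition at least 50% and at least half of replicates individually reaching 50%; inconclusive = only one of the two criteria met; inactive = neither criterion met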;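 also: exported cargo escapes ClpAP degradation while cytoplasmic cargo is degraded and loses fluorescence; 0% = median of neutral control wells and 100% = median of NaSCN control wells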
PvdQ inh: P. aeruginosa PvdQ acylase inhibition | inhibition, % at 10 µM | hit rate 0.063% among 340,000 | purified PvdQ acylase, fluorescence plate reader; in the data active = inhibition above about 30%, passing the limit was not always enough; inconclusive = no clear call, values can overlap the other calls;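 also: 0% = vehicle neutral wells and 100% = reference inhibitor wells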
phage Ecoli inh: E. coli growth loss with phage present; growth absorbance; AID 651602; inhibition, % at 11.9 µM; hit rate 0.26% among 360,000; in the data active = inhibition above about 11%
CAL PDZ FP: human CAL PDZ-peptide interaction inhibition; Q9HD26; inhibition, % at 20 µM; hit rate 0.02% among 330,000; AID 504414; purified CAL PDZ, TMR-peptide fluorescence polarization, 1 h;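 active = highest replicate inhibition of at least 40%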;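 also: plate controls were DMSO neutral control wells for no effect and unlabeled competitor peptide control wells for full effect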
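System: tagged CAL PDZ domain. Schedule: 1 h room-temperature incubation prior to read. Signal: fluorescence polarization (mP). Measure: percent inhibition from loss of millipolarization.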
Wnt act: activators of Wnt/beta-catenin signaling. Wnt/beta-catenin reporter cell assay, activator, plate reader. activation, % at 9.35 µM. hit rate 1.2% among 300,000; in the data active = activation above about 30%, passing the limit was not always enough; inconclusive = no clear call, values can overlap the other calls;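 also: 0% = neutral control wells and 100% = positive control wells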
AddAB inh: less growth of phage-infected E. coli with AddAB; E. coli expressing H. pylori AddAB, absorbance growth; inhibition, % at 11.9 µM; hit rate 0.29% among 330,000; in the data active = inhibition above about 12%;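 also: 0% = vehicle wells of infected cells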
* marks the source's active call; other numbers are inactive results; u = inconclusive; x = no result given; & = joins results of further samples.

Sample of the layout:
item	Compound	Ecoli viability	Rtt109 Vps75	PfHsp90 yeast 2	DAGLB inh	Tat export inh	PvdQ inh	phage Ecoli inh	CAL PDZ FP	Wnt act	AddAB inh
1	CCc1ccc(Nc2n[n+](C)c(-c3ccncc3)s2)cc1	-0.5	9	-4	-1	-1	3	0.9	0.1	-1	3.4
2	COc1ccc(S(=O)(=O)N(C)c2ccc(C(=O)Nc3cccnc3)cc2)cc1OC	x	3	23	2	-3	-12	0.6	-2.6	0	x
3	CCN1C(=O)[C@H]2[C@@H](c3ccc(C)cc3)N3C(=O)N(c4cccc(F)c4)C(=O)[C@@]3(C)[C@H]2C1=O	0.4	-3	5	-1	-8	-9	-0.5	-0.3	-2	4.7
4	CCCCCCn1c(CN2CCCCC2C)nc2c1c(=O)n(C)c(=O)n2C (stereo not drawn)	1.6	17	0	-2	-3	4	2.5	-1.4	-4	4.7

This part in full, from the first entry:
item	Compound	Ecoli viability	Rtt109 Vps75	PfHsp90 yeast 2	DAGLB inh	Tat export inh	PvdQ inh	phage Ecoli inh	CAL PDZ FP	Wnt act	AddAB inh
1	CCc1ccc(Nc2n[n+](C)c(-c3ccncc3)s2)cc1	-0.5	9	-4	-1	-1	3	0.9	0.1	-1	3.4
2	COc1ccc(S(=O)(=O)N(C)c2ccc(C(=O)Nc3cccnc3)cc2)cc1OC	x	3	23	2	-3	-12	0.6	-2.6	0	x
3	CCN1C(=O)[C@H]2[C@@H](c3ccc(C)cc3)N3C(=O)N(c4cccc(F)c4)C(=O)[C@@]3(C)[C@H]2C1=O	0.4	-3	5	-1	-8	-9	-0.5	-0.3	-2	4.7
4	CCCCCCn1c(CN2CCCCC2C)nc2c1c(=O)n(C)c(=O)n2C (stereo not drawn)	1.6	17	0	-2	-3	4	2.5	-1.4	-4	4.7
5	COc1ccc(CNCCC(c2ccccc2)C2CCOC(C)(C)C2)cc1 (stereo not drawn)	2.0	-11	1	-3	-11	-12	1.1	-0.4	-1	4.3
6	Cc1ccc2c(c1)/C(=N/OC(=O)c1ccc(F)cc1)CCS2	0.1	8	6	-2	-5	12	0.8	0.4	3	-1.5
7	O=[N+]([O-])c1cccc2ncccc12	1.7	-1	4	-3	0	-11	2.6	-1.5	-1	1.4
8	COc1cccc(CNC(=O)CCC2CCCN(C(=O)c3ccc(OC)c(F)c3)C2)c1 (stereo not drawn)	1.1	-5	16	-1	8	-3	-0.9	-0.9	4	-0.7
9	CCc1ccc(S(=O)(=O)/N=C2\C=C(Nc3ccc(O)cc3)C(=O)c3ccccc32)cc1	2.0	4	-18	40*	4	2	x	2.2	x	6.7
10	Cc1ccc(S(=O)(=O)N2CCCC2)cc1C(=O)NCC(C)(C)N1CCOCC1	-0.8	-4	-6	-1	4	-6	1.9	-1.3	-5	0.1
11	CCCCOc1ccc(Cl)cc1CSc1nncn1N	-2.7	-3	-32	-3	0	-13	0.6	0.0	-3	0.4
12	NCCNc1ccc([N+](=O)[O-])c(Sc2nc3ccccc3[nH]2)c1	1.6	-4	7	1	9	-9	2.1	-1.6	x	4.1
13	Cc1onc(-c2ccccc2)c1C(=O)NC(=S)NNC(=O)c1cc(-c2ccc(F)cc2)n[nH]1	0.3	1	-6	10	-8	-9	2.1	-1.1	-2	0.7
14	C/C(=N\O)c1ccc2c3ccccc3n(C)c2c1	1.7	-2	x	-2	12	15	3.1	-1.5	4	-1.6
15	Cc1cc(OCCCCn2ccnc2)cc(C)c1Cl	-0.7	9	-8	-8	10	-15	4.5	-3.0	-3	0.1
16	CC1CC(=O)Nc2ccccc2N1C(=O)CSc1nnnn1C (stereo not drawn)	-1.6	-11	x	0	-2	-12	1.0	-0.3	-1	-0.4
17	O=C(NCc1ccccc1)C(c1ccccc1)N(C(=O)c1csnn1)C1CCCC1 (stereo not drawn)	-0.8	8	6	0	-1	2	3.1	-1.4	1	2.0
18	CCCN(CC(=O)Nc1cc(Cl)ccc1Cl)C(=O)CN1C(=O)C2CCCCC2C1=O (stereo not drawn)	2.8	-8	30	1	-5	-8	0.4	-2.4	-4	0.1
19	CNc1n[nH]c(=S)s1	-1.2	0	15	-4	-1	-17	2.2	-0.1	0	3.1
20	O=C(O)c1ccccc1/C=N/Nc1ccc(S(=O)(=O)N2CCOCC2)cc1[N+](=O)[O-]	-1.9	3	0	4	0	-21	-0.2	-0.3	1	2.0
21	O=C(/C=C/c1cc([N+](=O)[O-])ccc1OC(F)F)Nc1cccc2ccccc12	0.3	1	-73	0	-10	-2	1.5	1.0	-3	1.2
22	Cc1ccc(NC(=O)COC(=O)Cc2c[nH]c3ccccc23)cc1C	-0.6	12	-5	-6	3	9	2.4	-2.2	1	2.5
23	O=C(NCc1nc2ccccc2[nH]1)c1cccs1	1.7	-1	9	1	-4	-10	3.9	-1.3	8	-1.1
24	Cc1[nH]n(-c2ccc([N+](=O)[O-])cc2)c(=O)c1C=NCCc1c(C)[nH]c2ccccc12	-1.6	5	5	4	-12	3	2.3	0.8	x	2.3
25	Cc1c(Cl)cccc1NC(=O)CC1SC(=NCC2CCCO2)NC1=O (stereo not drawn)	1.3	9	3	2	-4	-4	2.5	-0.4	-2	2.1
26	COC(=O)CNC(=O)C1CCN(C(=O)OCc2ccccc2)CC1	1.0	-15	-38	0	14	-8	2.8	-0.3	-5	2.4
27	CON(C)C(=O)/C=C/CCCCNC(=O)OC(C)(C)C	-1.1	-1	4	0	8	0	1.8	0.7	-1	0.4
28	Fc1ccc(-c2nc(-c3cnccn3)no2)c(Cl)c1	-2.9	-5	11	-6	-5	-5	3.6	0.7	u	-1.0
29	COc1ccc(NC(=O)CSc2cn[nH]n2)cc1OC	3.8	-1	11	-1	-1	-21	1.2	-3.4	1	1.2
30	O=C(O)c1cccc(-c2ccc(/C=N/Nc3ccc([N+](=O)[O-])cc3)o2)c1	1.8	7	-16	-7	8	5	1.2	2.3	5	2.2
31	CN(CCO)CC(O)Cn1cnc2c1c(=O)n(C)c(=O)n2C (stereo not drawn) (tested in a mixture with another compound)	1.2	3	-5	0	7	-3	x	-0.9	-5	0.8
32	O=C(NCC1CCCO1)C(c1cccs1)N(C(=O)c1ccc(CN2CCOCC2)o1)c1ccc(Cl)cc1 (stereo not drawn)	-2.6	3	6	3	u	3	2.9	0.7	x	-1.8
33	C=CCNC(=O)c1ccc2c(=O)n(Cc3ccccc3OC)c(=S)[nH]c2c1	-2.2	-3	17	3	-1	-4	1.3	-0.7	0	0.0
34	CC(C)CO/C(=N/S(=O)(=O)c1ccccc1)c1ccccc1	-1.4	-6	14	-1	-11	-6	1.6	0.7	x	2.5
35	CN(C)C(=O)COC(=O)c1ccccc1Sc1ccccc1C#N	2.4	-5	x	-1	5	-9	1.4	-0.8	1	2.6
36	CCC(CC)n1c(C)cc(=O)n1C(CC)CC	x	9	0	0	-2	-15	2.1	0.1	-3	x
37	CCCc1ccc2oc(C(=O)N3CCC(COC)C3)c(C)c2c1 (stereo not drawn)	-0.6	5	-1	-6	2	-7	0.4	-2.4	11	3.6
38	CCOC(=O)C(Oc1ccc(=O)n(-c2ccccc2)n1)C(C)=O (stereo not drawn)	2.2	5	-9	4	-6	-6	0.0	-0.7	-4	0.6
39	CC(NC(=O)C1CCN(C(=O)[C@@H]2Cc3ccccc3CN2C(=O)OC(C)(C)C)CC1)c1ccccc1 (stereo partly drawn)	-1.4	8	6	1	1	-5	-0.4	-1.6	-1	-0.8
40	O=C(CSc1nc2ccccc2c(=O)n1-c1ccccc1)NCc1ccco1	0.6	-4	-2	0	7	-18	-0.4	x	-1	1.7
41	CCOc1ccccc1NC(=O)CCn1nc(C)c(S(=O)(=O)N2CCCCC2)c1C	-3.2	-3	11	2	-3	-2	-1.5	-1.5	6	2.0
42	O=C(O)c1cccc(Nc2ncnc3sccc23)c1	-0.2	-1	12	x	-8	14	0.8	-0.7	1	-2.2
43	O=C(CCn1c(=O)oc2ccccc21)Nc1cccc([N+](=O)[O-])c1	1.8	-5	11	0	2	-9	1.4	-2.2	1	2.5
44	CN(C(=O)c1ccc2c(c1)S(=O)(=O)N=C1CCCCCN12)c1ccccc1	3.9	15	x	2	-7	15	5.6	-3.0	0	5.0
45	Cc1c(C(=O)N2CCc3ccccc3C2)oc2ccccc12	1.0	-1	-19	-26	-5	11	1.2	-2.3	19	0.4
46	CN(C)CCNC(=O)c1cc2c(s1)-c1ccccc1OC2	-0.2	-6	15	-1	-8	-6	0.5	-3.9	9	-1.2
47	COC(=O)[C@]1(C)CCC[C@@]2(C)C3CC[C@]4(OC(C)=O)C[C@@]3(CCC21)CC4=O (stereo partly drawn)	0.7	2	6	-12	-7	-10	2.9	0.2	-4	0.4
48	COc1ccc(/C=C2\CCCC3C2=NN(C(=O)c2scnc2C)C3c2ccc(OC)c(OC)c2)cc1OC (stereo not drawn)	-4.0	3	6	0	-6	-15	0.4	-0.7	x	-0.2
49	Cc1ccc(C)c(/C(O)=C2/C(=O)C(=O)N(CCN3CCOCC3)C2c2ccco2)c1 (stereo not drawn)	-0.1	-6	-4	-4	2	-8	1.0	-2.3	x	0.1
50	CC(C)(C)c1ccc(OCC(=O)N/N=C/C2CC=CCC2)cc1 (stereo not drawn)	2.4	14	39	-2	1	-11	2.0	-2.2	-2	-1.5
51	CC(=O)OCC(=O)[C@@]1(O)CC[C@H]2[C@@H]3CCC4=CC(=O)C=C[C@]4(C)[C@H]3[C@@H](O)C[C@@]21C	-0.4	4	-5	2	-5	6	3.2	-0.8	1&0	-1.8
52	CC1=C(C(=O)OCc2ccccc2)C(c2cccc(Cl)c2Cl)NC(=O)N1CCCCCC(=O)O (stereo not drawn)	-0.3	1	12	5	-2	-7	2.5	-1.3	-4	1.1
53	Cc1cc(-c2nn(-c3ccccc3)cc2/C=C2\SC(N)=NC2=O)ccc1OC(C)C	3.1	-6	-30	1	-4	-19	1.8	-0.9	-7	2.2
54	CC(C)(C)NC(=O)COC(=O)c1cc(F)c(F)cc1Cl	0.1	-2	-12	0	-7	-7	1.7	-0.1	-6	1.2
55	NS(=O)(=O)c1ccc(CCNC(=O)CSc2ccc([N+](=O)[O-])cc2)cc1	3.5	-5	20	-1	-5	-17	1.2	0.0	-1	3.4
56	CCCOC(=O)c1ccc(NC(=O)C2CCCO2)cc1 (stereo not drawn)	0.6	1	x	1	-4	-8	2.4	-1.0	x	2.8
57	CC(C)(C)n1ncc2c(=O)n(Cc3ccc(Cl)c(Cl)c3)cnc21	-2.8	1	-6	0	-9	-13	1.6	4.1	-1	1.9
58	CN(Cc1nnc(-c2ccc(F)cc2)o1)c1ccccc1	0.2	-11	-5	-3	-4	-18	1.6	-0.2	-2	-0.4
59	COCCNC(=S)N/N=C/c1c(C)[nH]c2ccccc12	0.6	4	-6	0	-4	7	4.5	0.9	x	1.6
60	O=C(CSc1nnc(COc2cccc3ccccc23)o1)N1c2ccccc2CCc2ccccc21	0.8	7	20	-9	-3	-8	2.3	x	1	3.3
61	CC(NC(=O)Cc1ccc(S(=O)(=O)N2CCOCC2)s1)c1ccc(Br)cc1 (stereo not drawn)	x	-3	30	-1	-2	4	1.5	-0.4	-3	x
62	O=C1c2ccccc2NC(c2cccs2)N1NS(=O)(=O)c1ccccc1 (stereo not drawn)	-1.6	-7	3	6	-3	7	2.3	-0.5	-1	1.1

Bioassay records (PubChem)
